S100A4 MyoIIA: inhibitors of S100A4-myosin IIA peptide binding, primary screen, biochemical, fluorescence polarization, TAMRA-MyoIIA peptide; Protein S100-A4 (Homo sapiens), P26447; inhibition, % at 10.7 µM; hit rate 0.14% among 360,000; AID 652163, 2013;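 active = mean inhibition of at least 70% across replicates, with every replicate also reaching that level; inconclusive = mean inhibition reaches 70% but some replicates fall short; inactive = mean inhibition below 70%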
Target sequence (P26447 whole entry, looked up): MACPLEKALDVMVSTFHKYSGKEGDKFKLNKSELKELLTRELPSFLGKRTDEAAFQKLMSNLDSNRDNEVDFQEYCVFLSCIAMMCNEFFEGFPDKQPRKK
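System – human S100A4 monomer protein, biochemical binding assay · Buffer or medium – Calcium-containing HEPES buffer, pH 7.2 · Timing – 5 min between mix addition and reading · Also added – TAMRA-labelled myosin IIA heavy-chain peptide probe, 5 nM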
CASP6 VEID inh: human caspase-6 inhibitors, primary screen, biochemical, VEID-R110 fluorescence, single point, set 2; purified caspase-6, Z-VEID-R110 cleavage fluorescence; hit rate 0.53% among 350,000; AID 686996, 2013; inhibition, % at 12.5 µM;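 active = mean inhibition across replicates at least about 35%, with every replicate also reaching that limit, limit read from the data; inconclusive = only one of the two criteria met; inactive = neither criterion met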;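 also: 0% = median of neutral control wells and 100% = no fluorescence left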
Target sequence (P55212 24-179 limits assumed): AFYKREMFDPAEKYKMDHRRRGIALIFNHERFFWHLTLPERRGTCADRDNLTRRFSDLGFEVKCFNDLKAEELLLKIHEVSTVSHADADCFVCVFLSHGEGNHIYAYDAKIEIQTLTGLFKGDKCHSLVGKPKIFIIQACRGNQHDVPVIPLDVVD
Target sequence (P55212 194-293 limits assumed): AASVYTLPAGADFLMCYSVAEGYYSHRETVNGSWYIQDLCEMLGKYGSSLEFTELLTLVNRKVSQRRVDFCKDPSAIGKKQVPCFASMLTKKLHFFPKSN
SIRT5 block: SIRT5 desuccinylase inhibitors, primary screen, biochemical, fluorescence imaging, single point, set 5; hit rate 1.1% among 330,000; Purified SirT5, succinyl-peptide AMC, trypsin-coupled fluorescence; NAD-dependent protein deacylase sirtuin-5, mitochondrial (Homo sapiens), Q9NXA8; AID 652115, 2013; inhibition, % at 15 µM; in the data active = inhibition above about 15%; inconclusive = no clear call, values can overlap the other calls
Target sequence (Q9NXA8 whole entry, looked up): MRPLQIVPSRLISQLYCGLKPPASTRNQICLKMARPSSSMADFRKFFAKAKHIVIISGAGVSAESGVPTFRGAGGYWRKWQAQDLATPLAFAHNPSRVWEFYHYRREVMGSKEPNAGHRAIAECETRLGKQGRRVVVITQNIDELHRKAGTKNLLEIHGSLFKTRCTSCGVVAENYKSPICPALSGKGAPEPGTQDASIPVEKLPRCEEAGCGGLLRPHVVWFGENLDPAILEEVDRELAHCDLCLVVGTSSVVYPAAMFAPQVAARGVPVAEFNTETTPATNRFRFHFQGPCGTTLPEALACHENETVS
esBAF inh: Bmi1 luciferase reporter increase in mESCs, primary screen, esBAF inhibitor project, mouse ES cells, Bmi1 luciferase knock-in, single point. AID 602393, 2012. hit rate 2% among 350,000. 24 h; 100% = twice the neutral-well signal. reporter increase, % at 12.5 µM; in the data active = activation above about 40%; inconclusive = no clear call, values can overlap the other calls;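 also: 0% = median of the plate's neutral control wells and 100% = double that signal; a rise in the Bmi1 reporter signal indicates esBAF inhibition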
LGR2 inh: inhibitors of bursicon-induced LGR2 CRE-luciferase signal, primary screen, cell-based, HEK293, CRE-luciferase reporter, bursicon stimulation. bursicon-stimulated, 4 h. hit rate 0.35% among 380,000. inhibition, % at 9.99 µM. AID 720647, 2013;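 active = drop in luminescence signal, shown as inhibition above about 50% in the replicate tests, limit read from the data, passing the limit was not always enough; inconclusive = probably only some replicates passing the limit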;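 also: agonist challenge used bursicon conditioned medium at about half maximal strength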
FN deposition inh: inhibitors of fibronectin matrix deposition, primary screen, AH1F cells, Alexa488-fibronectin fluorescence, plate reader. AH1F fibroblasts, overnight. inhibition, % at 12.6 µM. hit rate 0.086% among 350,000;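 active = mean inhibition across replicates of 30% or more, regardless of how many single replicates reach that level; inconclusive = mean under 30% yet at least half of replicates reach 30%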;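 also: positive control wells lacked labelled fibronectin entirely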
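Material: AH1F fibroblast monolayer depositing Alexa488-labelled fibronectin into matrix / Amount: 10000 AH1F cells per well / Signal: fluorescence 485/525 nm / Medium: DMEM, 2% serum / Compound: single dose, pinned / Incubation: 1 h cell adhesion before compound, then overnight fibronectin incubation / Reagent: Alexa488-FN, 24 nM final / Read-out: inhibition of fibronectin deposition signal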
C2C12 statin: suppressors of statin myotoxicity in C2C12 myotubes, primary screen, cell-based, single point, plate reader | C2C12 myotubes + simvastatin, ATP luminescence, 48 h; scaled: DMSO 0, geranylgeraniol control 100 | rescue of ATP level, % at 7.49 µM | hit rate 0.78% among 330,000;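 active = mean ATP rescue above about 67%, or every replicate alone reaching that limit, limit read from the data, passing the limit was not always enough; inconclusive = no clear call, values can overlap the other calls; inactive = mean under the limit and some replicate under it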;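 also: myotubes were challenged with 10 µM simvastatin during compound exposure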
Numbers without * were called inactive; ? = inconclusive; nt = no result given; & = joins results of further samples. These rows are one share of the data; the hit share may differ from the screen's.

Molecule | S100A4 MyoIIA | CASP6 VEID inh | SIRT5 block | esBAF inh | LGR2 inh | FN deposition inh | C2C12 statin
COc1cc(C(=S)N2CCOCC2)cc(Br)c1OS(=O)(=O)c1ccccc1 | -3 | 1 | -2 | 7 | 4 | 8 | -12
O=C1C=C(O)C(n2cncn2)C(c2cc(F)ccc2F)C1 (stereo not drawn) | 3 | 3 | 2 | nt | 15 | 9 | nt
COc1ccc(CNC(=O)c2c([S-])n(-c3ccc(C)cc3)c3cccc[n+]23)cc1 | -4 | -3 | -6 | nt | -15 | 2 | nt
O=C(N1CCOCC1)n1nnc2ccccc21 | nt | nt | nt | 6 | nt | 2 | 0
CNC[C@@H]1Oc2cc(-c3cncnc3)ccc2S(=O)(=O)N([C@@H](C)CO)C[C@H]1C | 0 | -3 | 1 | -3 | 2 | -2 | -8
CCc1ccc(CNC(=O)CCc2nnc(CCc3ccc(OC)cc3)o2)nc1 | 3 | 5 | -4 | -6 | 17 | 2 | 12
CN(Cc1cnc2nc(N)nc(N)c2n1)c1ccc(C(=O)N[C@@H](CCC(=O)O)C(=O)O)cc1 | -3&-7 | 9&8 | -5&4 | -45&-42 | -4&1 | -5&2 | 7&7
O=C(c1cccc(F)c1)N1CC2(C1)[C@H](c1ccccc1)[C@@H](CO)N2C(=O)C1CCCC1 | -9 | 0 | -2 | nt | 6 | 2 | nt
C[C@H]1CN([C@@H](C)CO)C(=O)c2cc(NC(=O)CCCCCC(=O)Nc3ccccc3N)ccc2O[C@@H]1CN(C)Cc1ccc2c(c1)OCO2 | -3 | -5 | 3 | nt | 7 | nt | nt
O=C(O)CC12CC3CC(C1)CC(n1cncn1)(C3)C2 | -4 | 6 | 4 | nt | 35 | 8 | nt
COc1ccc(NC(=O)Cn2nnc(-c3ccccc3)c2COc2ccc(C(C)=O)cc2)cn1 | 1 | -1 | nt | -4 | -6 | 9 | 3
CCCNC(=O)C[C@@H]1C[C@@H]2c3cc(NC(=O)CN(C)C)ccc3O[C@@H]2[C@@H](CO)O1 | nt | nt | nt | 1 | -4 | -3 | -10
Cc1noc(C)c1S(=O)(=O)N(C)C[C@H]1OCCCC[C@@H](C)Oc2ccc(NC(=O)c3ccccc3)cc2C(=O)N([C@H](C)CO)C[C@@H]1C | 35 | -1 | 7 | 5 | -15 | nt | nt
O=C(CCS(=O)(=O)c1ccc(Cl)cc1)Nc1nnc(-c2cccs2)o1 | 0 | 1 | 1 | nt | 14 | 1 | nt
CC1(C)ON=C(c2ccc(C(F)(F)F)cc2)NC1=O | 2 | -2 | nt | 26 | 3 | -2 | -3
Cc1cc(NC(=O)COc2ccccc2C)no1 | 1 | 1 | -3 | nt | nt | -18 | nt
O=C(CSc1nnc(-c2ccc(S(=O)(=O)N3CCCC3)cc2)o1)NCc1ccco1 | nt | nt | nt | 3 | 2 | -2 | -16
O=c1[nH][nH]c(=O)n1-c1ccccc1 | 5 | -1 | nt | -7 | 0 | 0 | -2
CCNC(=O)CC1C(=O)N(c2ccccc2)C(=O)N1CCc1ccc(OC)cc1 (stereo not drawn) | 10 | 5 | 3 | -5 | nt | nt | 0
CN1c2ccc(-c3ccc(C#N)cc3)cc2[C@H]2[C@H](CCN2C(=O)c2cccc(F)c2)[C@@H]1CO | 3 | -3 | -6 | -2 | 13 | 13 | -6
O=C(Nc1ccccc1F)N1C[C@@H]2[C@H](c3ccccc31)[C@@H](CO)N2C(=O)Cc1ccccc1 | 2 | 1 | 4 | 14 | -5 | nt | 12
CCOc1ccc(C(C)=O)cc1CN1c2ccc(S(N)(=O)=O)cc2CC1C (stereo not drawn) | -5 | 2 | 0 | -4 | -19 | -2 | -21
COC(=O)c1c(C)[nH]c(O)c1C=Nc1ccc(C(C)C)cc1 | nt | nt | nt | 24 | nt | 6 | -22
CCOc1ccc(-c2cc(CCCC(=O)NCc3cccnc3)no2)cc1 | -1 | 0 | -2 | -29 | -61 | -1 | 1
Cc1cccc(C(=O)Nc2nnc(-c3ccncc3)o2)c1 | -1 | 3 | 2 | nt | 8 | -5 | nt
COc1ccc(-n2c(=O)c(CCC(=O)N(C)Cc3cccs3)nc3ccccc32)cc1 | -6 | 3 | 2 | -2 | -10 | -5 | 18
CC(=C/c1ccco1)/C=N/NC(=O)CSc1nnc(SCc2ccc(C)cc2)s1 | 2 | 4 | 2 | nt | nt | -4 | nt
CCc1ccccc1NC(=O)CN1CCN(CC(=O)Nc2ccc3c(c2)OC2(CCCCC2)O3)CC1 | -3 | -8 | -14 | 5 | -1 | 7 | -8
Nc1cc2c(cc1Br)-c1ccccc1C2=NO | 6 | 0 | -2 | 63* | -28 | 11 | -5
Cc1nnc(NC(=O)c2cc(S(=O)(=O)N(C)C)ccc2N2CCCC2)s1 | -3 | -2 | -1 | -4 | -3 | 2 | 2
O=C(C[C@H]1CC[C@@H](NC(=O)Nc2cc(F)ccc2F)[C@@H](CO)O1)NCc1ccncn1 | 1 | 2 | 1 | 2 | -11 | -6 | -2
Cc1cc(C)c(CN2CCN(C(=O)Cn3cnc4c(NCc5ccccc5)ncnc43)CC2)c(C)c1 | 0 | 1 | -3 | -13 | -1 | nt | 2
Oc1ccc(Br)cc1-c1n[nH]c(=S)n1Cc1ccccc1 | -12 | 6 | -3 | -5 | 1 | 4 | 6
O=Cc1ccccc1Oc1nc(N2CCOCC2)nc(N2CCOCC2)n1 | 5 | -2 | -4 | nt | 3 | -1 | nt
CC(C)(C)NC(=O)c1cccc2c1C(=O)c1ccccc1-2 | -3 | 0 | -2 | 1 | nt | 6 | 3
CCCCN(C=O)c1c(CC)nc2ccc(C(=O)NCCCN3CCCC3=O)cn12 | -2 | -2 | -1 | 4 | 1 | -1 | 0
COc1ccc(CNc2nc(NCc3ccc(OC)cc3)n(C(C)=O)n2)cc1 | nt | nt | nt | -15 | nt | 0 | -4
Cc1ccccc1NC(=O)c1cc2ccccn2n1 | -6 | 3 | -2 | nt | -31 | 4 | nt
COc1ccc(C(=S)N2CCOCC2)cc1OC(=O)c1ccc([N+](=O)[O-])cc1[N+](=O)[O-] | 0 | -2 | nt | -2 | 2 | -1 | 7
O=S(=O)(c1cnc(Cl)c(Cl)c1)N1CCN(c2ncccn2)CC1 | 1 | -3 | -1 | nt | -8 | 10 | nt
CCOc1ccc(NC(=O)N2CCC(c3nc4ccccc4o3)CC2)cc1 | -13 | 1 | -4 | nt | 32 | -23 | nt
Cc1nn(-c2ccccc2)c2nc(-c3ccccc3)cc(C(=O)N3CCOCC3)c12 | 3 | 1 | 6 | nt | 10 | -9 | nt
C[C@@H]1CCCCO[C@@H](CN(C)Cc2ccc3c(c2)OCO3)[C@H](C)CN([C@@H](C)CO)C(=O)c2cc(NS(=O)(=O)c3ccc(Cl)cc3)ccc2O1 | 2 | -2 | 7 | 7 | -24 | -4 | nt
Cc1c(NC(=O)c2cc3c(=O)n4ccccc4nc3s2)c(=O)n(-c2ccccc2)n1C | -2 | -1 | -1 | nt | 5 | 0 | nt
COc1ccc(C(=O)c2ccc(Cl)cc2)c(OC)c1OC | 0 | 2 | -1 | -4 | -13 | -2 | 6
O=C(NCC(c1ccco1)N1CCCCC1)c1ccc([N+](=O)[O-])s1 (stereo not drawn) | 3 | 5 | -3 | -4 | nt | -1 | 3
Cc1ccc(-c2cn3nc(-c4ccccc4)c(-c4ccccc4)nc3n2)cc1 | 1 | 4 | 6 | nt | 12 | 12 | nt
CC(=O)c1ccc(NC(=O)c2ccc(C)c(S(=O)(=O)N3CCOCC3)c2)cc1 | 1 | 2 | -2 | 5 | -15 | 8 | -9
Cc1cc(C)c(C)c(S(=O)(=O)NCCCn2ccnc2)c1C | -4 | -22 | 1 | 8 | nt | -5 | 1
Cc1cc(Cl)ccc1OCCCC(=O)OCC(N)=O | 5 | 3 | -3 | -3 | 13 | -2 | 4
O=S(=O)(c1ccccc1)c1cnn2c(C(F)(F)F)cc(-c3ccc(F)cc3)nc12 | nt | nt | nt | -3 | nt | -22 | -38
O=C(OCc1cccc(C(F)(F)F)c1)c1cc([N+](=O)[O-])ccc1N1CCOCC1 | ? | -1 | 4 | -4 | 3 | 10 | 1
O=S(=O)(Nc1ccc(Br)cc1)c1cccc(NC(=S)NCCN2CCOCC2)c1 | 3 | -1 | -2 | -5 | -8 | -7 | 4
O=C(c1ccccn1)N1CC2(C1)[C@H](c1ccccc1)[C@H](CO)N2C(=O)CC1CC1 | -2 | 1 | 1 | nt | 4 | nt | nt
C[C@H]1CN([C@@H](C)CO)C(=O)c2cc(-c3ccc(C#N)cc3)cnc2O[C@@H]1CN(C)Cc1cccnc1 | -7 | -2 | -4 | -6 | 34 | -7 | -17
COc1cc2nc(N3CCN(c4cc(C)ccc4C)CC3)nc(N)c2cc1OC | -3 | -1 | 1 | -21 | 41 | 4 | -4
N#CCCN(Cc1cccs1)C(=O)Nc1ccccc1 | -4 | -2 | nt | 3 | -3 | 8 | -2
C[C@H](CO)N1C[C@H](C)[C@H](CN(C)C(=O)C2CCCCC2)Oc2ncc(-c3cccc(F)c3)cc2C1=O | 6 | 0 | 0 | -9 | 0 | nt | 10
CCCC#Cc1ccc2c(c1)O[C@@H](CN(C)C(C)=O)[C@H](C)CN([C@@H](C)CO)S2(=O)=O | 5 | -2 | 1 | 4 | 2 | 5 | -9
COc1ccc(S(=O)(=O)NCc2ccccn2)cc1Br | -3 | -3 | 1 | -6 | -4 | 1 | 14

(continued)
Molecule | S100A4 MyoIIA | CASP6 VEID inh | SIRT5 block | esBAF inh | LGR2 inh | FN deposition inh | C2C12 statin
Cc1cccc(C(=O)Nc2nnc(S(=O)(=O)N(C)Cc3ccco3)s2)c1 | -4 | 6 | 3 | 11 | -4 | 6 | -1
COc1ccc(N2CCN(CCCn3c(=S)[nH]c4ccccc4c3=O)CC2)cc1 | -2 | -3 | -2 | -2 | 9 | 0 | -5
Cc1ccc2c(c1)N(C(=O)CCC(=O)N1CCN(c3ccccn3)CC1)CCO2 | 1 | 0 | 1 | 15 | 1 | 3 | 9
C[C@H]1CN([C@@H](C)CO)S(=O)(=O)c2ccc(C#CC3(O)CCCC3)cc2O[C@@H]1CN(C)C(=O)c1ccccc1 | 10 | 1 | 0 | 2 | -8 | -12 | -8
CCCSc1n[nH]c(NC(C)=O)n1 | -2 | 2 | -1 | 0 | 3 | 13 | 9
Cc1cc(/C=N\NC(=O)COc2cccc3cccnc23)c(C)n1-c1ccccc1 | -3 | 1 | -1 | nt | -5 | -9 | nt
C=CCN1C(=O)/C(=C/c2cccs2)S/C1=N\S(=O)(=O)c1ccc(F)cc1 | -31 | 0 | nt | nt | -26 | 3 | nt
COc1cc2c(cc1OC)[C@@H](NC(=O)C(C)C)[C@H](OCc1ccccc1)C2 | 3 | -3 | -1 | -7 | -5 | nt | -4

Assay outcomes: PubChem, Broad Institute
